ALOX12 inh: inhibitors of human 12S-lipoxygenase ALOX12 | Potency, µM (top dose mostly 108 µM), for inactives: at the highest dose activity change, negative = inhibition, actives largely listed as inhibitors | P18054 | 580,000 compounds, 1.1% hits | purified 12hLO, xylenol orange hydroperoxide absorbance; active = well fitted inhibition curve with a large enough effect; inconclusive = small, poorly fitted or top-dose-only effect, or another doubt; inactive = no such curve, though single readings can be large or run the other way
Target sequence (P18054 whole entry, looked up): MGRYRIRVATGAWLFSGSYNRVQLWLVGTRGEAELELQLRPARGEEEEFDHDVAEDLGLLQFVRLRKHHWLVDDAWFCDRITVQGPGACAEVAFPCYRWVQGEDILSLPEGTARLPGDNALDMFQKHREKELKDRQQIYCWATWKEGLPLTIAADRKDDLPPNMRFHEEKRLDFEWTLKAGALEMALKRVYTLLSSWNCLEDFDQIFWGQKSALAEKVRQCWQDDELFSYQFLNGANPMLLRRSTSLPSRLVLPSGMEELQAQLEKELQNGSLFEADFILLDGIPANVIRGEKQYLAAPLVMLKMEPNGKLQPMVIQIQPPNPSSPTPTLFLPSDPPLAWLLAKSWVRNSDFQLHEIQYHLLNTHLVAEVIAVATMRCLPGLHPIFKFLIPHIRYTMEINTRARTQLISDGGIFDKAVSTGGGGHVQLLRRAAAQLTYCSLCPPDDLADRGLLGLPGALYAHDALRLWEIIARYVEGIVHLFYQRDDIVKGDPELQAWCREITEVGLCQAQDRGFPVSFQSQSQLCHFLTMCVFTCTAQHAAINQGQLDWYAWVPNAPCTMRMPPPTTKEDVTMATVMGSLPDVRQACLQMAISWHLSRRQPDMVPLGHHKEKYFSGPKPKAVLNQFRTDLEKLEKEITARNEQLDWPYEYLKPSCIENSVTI
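Purified human 12hLO (150 nM final) in 25 mM Hepes, 0.01% Triton X-100, pH 7.0 was preincubated 15 min at room temperature with compound. Then 40 uM arachidonic acid was added, 30 min. Hydroperoxide was read by Fe-XO absorbance ratio 573/405 nm.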
Starred values were filed as active, the others as inactive; ? = inconclusive; & = joins results of further samples; [ ] = another dose, or the depositor's remark. % is set by controls: 0 for no effect and ±100 for the full control effect; potency is the fitted concentration of half-maximal effect. Not all compounds are listed; rates above refer to the full screens.

SMILES | ALOX12 inh
Cc1[nH]c2c(Cl)cccc2c1C | ?
O=C(Nc1ccc2c(c1)OCO2)C1CCCN(c2cn[nH]c(=O)c2)C1 (stereo not drawn) | 3%
O=C(CSc1cc(Cl)ccc1Cl)N1CCN(C(=O)c2cccs2)CC1 | ?
O=C(N[C@H]1CCOC[C@H]1C1CCOCC1)c1cc(=O)[nH]c2ccc(F)cc12 | 16%
Nc1ncc(-c2ccccc2)c(-c2ccc(OCc3ccccc3F)cc2O)n1 | 29%
Cn1nccc1C(=O)N1CCCC(c2noc(COc3ccccc3F)n2)C1 (stereo not drawn) | 6%
CC(C)C(=O)N1CCC2(CC1)OC(=O)N(CCOc1ccccc1)C2(C)c1cccnc1 (stereo not drawn) | -14%[176 µM]
CNC(=O)[C@@H](Cc1ccccc1)N1CCC[C@H]1C(=O)N1CCCCC1 | ?
COCCN1CC(c2n[nH]c(C3CCOCC3)n2)CCC1=O (stereo not drawn) | -13%
COc1ccc(-c2noc(-c3cccn(CC(=O)Nc4cc(C)cc(C)c4)c3=O)n2)cc1OC | -26%
C/C(=N\NC(=O)c1cccc(C)c1)c1ccc(-c2ccccc2)cc1 | 22%
Cc1ccc(C(=O)N2CCn3c(nn(-c4ccc(F)cc4)c3=O)C2)cc1 | 13%
N#Cc1ccc(-c2cccs2)nc1SCC(=O)Nc1ccc(Br)cc1 | -27%
CC(C)CN1C(=O)c2ccccc2C(C(=O)NCc2cccnc2)C12CCCCC2 (stereo not drawn) | 52%[activator]
COc1ccc(C(=O)N2CCCCCCNC(=O)[C@@H]3CCC[C@@H]32)cc1 | -7%
Cc1cc(-c2nc3ncccc3o2)ccc1NC(=O)CC12CC3CC(CC(C3)C1)C2 | ?
O=C1CCCC2=C1C(c1ccsc1)CC(=O)N2c1ccc(F)cc1 (stereo not drawn) | 12%
C=CCCC(CN1CCCOCC1)Oc1ccc2cccc(OC)c2n1 (stereo not drawn) | -16%
COCCNc1ncccc1-c1noc([C@@H]2CCCN2Cc2ccccn2)n1 | 61%[activator][176 µM]
CCn1cnnc1CC1CCN(C(=O)c2cc(-c3ccc(F)cc3)nc3ccccc23)CC1 | 29%
COCCNC(=O)C(NC(=O)c1ccccc1)C1CCN(C(=O)c2ccccc2OC)CC1 (stereo not drawn) | 25%
COCc1cc(=O)n(CC(=O)Nc2cc(Cl)ccc2C)c(N2CCOCC2)n1 | 26%
O=C(O)c1cc([N+](=O)[O-])ccc1OC(F)F | ?
C=CC[C@@H]1CC=C[C@@H](C)N1C(=O)c1cc(OC)ccc1OC1CCN(C(=O)C2CC2)CC1 | 50%[activator]
CC(=O)c1csc(NC(=O)CN(C)S(=O)(=O)c2ccc(F)cc2)n1 | ?
COc1ccc(CNC(=O)C(C)SCCO)cc1OC (stereo not drawn) | -4%
CCOC(=O)c1c(C)[nH]c(C)c1S(=O)(=O)N(C)CC(=O)Nc1cc(C)cc(C)c1 | 8%
CCOc1ccc(CN2CCCC(COc3ccccc3C(=O)NC(C)C)C2)cc1 (stereo not drawn) | -6%
C[C@]12CCCCC1CCC1C2CC[C@]2(C)C(N)CCC12 (stereo partly drawn) | -105%
O=C(CCc1ncc(-c2ccc(Cl)cc2)o1)N1CCC(Cc2ccccc2)CC1 | ?

Shown with tabs: part of the list above
structure	ALOX12 inh
CC(C)CN1C(=O)c2ccccc2C(C(=O)NCc2cccnc2)C12CCCCC2 (stereo not drawn)	52%[activator]
COc1ccc(C(=O)N2CCCCCCNC(=O)[C@@H]3CCC[C@@H]32)cc1	-7%
Cc1cc(-c2nc3ncccc3o2)ccc1NC(=O)CC12CC3CC(CC(C3)C1)C2	?
O=C1CCCC2=C1C(c1ccsc1)CC(=O)N2c1ccc(F)cc1 (stereo not drawn)	12%
C=CCCC(CN1CCCOCC1)Oc1ccc2cccc(OC)c2n1 (stereo not drawn)	-16%
COCCNc1ncccc1-c1noc([C@@H]2CCCN2Cc2ccccn2)n1	61%[activator][176 µM]
CCn1cnnc1CC1CCN(C(=O)c2cc(-c3ccc(F)cc3)nc3ccccc23)CC1	29%
COCCNC(=O)C(NC(=O)c1ccccc1)C1CCN(C(=O)c2ccccc2OC)CC1 (stereo not drawn)	25%
COCc1cc(=O)n(CC(=O)Nc2cc(Cl)ccc2C)c(N2CCOCC2)n1	26%
O=C(O)c1cc([N+](=O)[O-])ccc1OC(F)F	?
C=CC[C@@H]1CC=C[C@@H](C)N1C(=O)c1cc(OC)ccc1OC1CCN(C(=O)C2CC2)CC1	50%[activator]
CC(=O)c1csc(NC(=O)CN(C)S(=O)(=O)c2ccc(F)cc2)n1	?
COc1ccc(CNC(=O)C(C)SCCO)cc1OC (stereo not drawn)	-4%
CCOC(=O)c1c(C)[nH]c(C)c1S(=O)(=O)N(C)CC(=O)Nc1cc(C)cc(C)c1	8%
CCOc1ccc(CN2CCCC(COc3ccccc3C(=O)NC(C)C)C2)cc1 (stereo not drawn)	-6%
C[C@]12CCCCC1CCC1C2CC[C@]2(C)C(N)CCC12 (stereo partly drawn)	-105%

(continued)
SMILES | ALOX12 inh
O=C(O/N=C1\CCCc2oc3c(c21)CCCC3)c1ccc(Cl)cc1 | ?
N#Cc1nc(/C=C/c2ccccc2)oc1N1CCN(C(=O)c2ccco2)CC1 | 27%
CCc1ccc(OCC(O)Cn2nc(-c3ccc(F)cc3)oc2=O)cc1 (stereo not drawn) | ?
Cc1cc(C(=O)COC(=O)c2ccc(CO)cc2)c(C)s1 | 2%
COc1cccc(CNC(=O)CC2=C3CCCCC3NC2=O)c1OC (stereo not drawn) | 14%
COc1ccc2cc(C3CN(Cc4nc(C(N)=O)no4)CCO3)ccc2c1 (stereo not drawn) | 2%
O=c1cc(CNCc2ccccc2)c2ccccc2[nH]1 | -1%
O=C(Cn1cccc1-c1nc(-c2ccccc2)no1)Nc1ccccc1 | -14%
COCCCNC(=O)c1ccc2c(c1)n(Cc1ccc(OC)cc1)c(=O)c1ccnn12 | 13%
Cc1c(C(=O)NCCCc2ccncc2)cnn1-c1nccc(-c2ccccc2F)n1 | -1%
CCOC(=O)/C=C/SC(S/C=C/C(=O)OCC)=C(C#N)C(N)=O | ?
Nc1ncncc1-c1noc([C@@H]2CCCN2Cc2cnc3ccccc3c2)n1 | 0%[176 µM]
Fc1cc(F)cc(-c2noc3ncnc(NCc4ccccc4)c23)c1 | 14%
O=C(NCc1ccccc1)c1ccc(C2Nc3ccccc3S(=O)(=O)N2)cc1 (stereo not drawn) | -9%
COCC(=O)N(c1ccc(OC)cc1OC)C1C=CS(=O)(=O)C1 (stereo not drawn) | -12%
COc1ccc(NC(=O)c2ccc3c(c2)N(S(C)(=O)=O)CC3)cc1Cl | 1%
CN1C(=O)C2(CCCN(C(=O)c3ccc(=O)[nH]c3)C2)c2ccccc21 (stereo not drawn) | 89%[activator]
Cc1cccc(Oc2ccc(NC(=O)c3ccc4c(c3)NC(=O)CS4)cc2)c1 | -14%
COc1ccccc1Cn1ccnc1SCC(=O)Nc1ccc(C(C)=O)cc1 | 14%
O=c1oc2ccccc2cc1-c1nc(-c2ccccc2Cl)no1 | 7%
Cc1cccc(CNC(C(=O)O)C(C)C)c1 (stereo not drawn) | ?
CN1CC2(CCN(CCCOc3ccc(C(N)=O)cc3)CC2)OC1=O | 40%[activator]
C(#CCN1CCN(C(c2ccccc2)c2ccccc2)CC1)COCc1ccccc1 | -10%
C=CCOC(=O)C1=C(C)N=C2SC=C(CC(=O)N3CCOCC3)N2C1c1ccc(C)cc1C (stereo not drawn) | 28%
N#CCCCSc1ccc(C(F)(F)F)cn1 | -6%
O=C(Cc1ccncc1)N1CCC(N2C(=O)C3(CCCCC3)C2c2ccccc2)CC1 (stereo not drawn) | 27%
Cn1c(CN2C(=O)C3(CCOCC3)CC2c2nnnn2C(C)(C)C)nc2ccccc21 (stereo not drawn) | 39%[activator]
COC(=O)c1nc(NC(=O)Cn2nc3c(cc2=O)CCCC3)sc1-c1ccccc1 | 12%
NC(=O)Nc1sc(-c2ccc(F)cc2)cc1C(N)=O | ?
CN(Cc1ccccc1)Cc1cc(C[C@H]2CNCC[C@H]2CC(=O)N2CCOCC2)no1 | ?
Cc1ccc(C2=NC3(CCN(C(=O)COc4ccc(F)cc4)CC3)ON2)cc1 | -2%
COCCNC(=O)[C@@H]1C[C@H](Oc2cccnc2)CN1C(=O)CCc1ccccc1 | 9%
CN1CC2(CCN(C(=O)NCc3ccco3)CC2)CC(c2ccccc2)C1=O (stereo not drawn) | 16%
COc1ccc(C(=O)OCC(=O)NCC(F)(F)F)cc1 | ?
CCn1c(SCc2noc(-c3ccccc3Cl)n2)nnc1N1CCOCC1 | ?
Cc1cc2cc(NC(=O)c3cccc(C)c3C)ccc2[nH]1 | 3%
O=C(/C=C/NC12CC3CC(CC(C3)C1)C2)C(F)(F)F | -24%
CC(C)(C)NC(=O)c1ccc(NC(=O)c2ccc(Cl)cc2Cl)cc1 | 15%
CC(C)NC(=O)N[C@H]1C[C@@H](Cc2cc(CCO)on2)C1(C)C | 0%[176 µM]
CCCc1nc2c(C)cc(Br)cn2c1Cc1ccccc1OC | ?
CCOc1ccccc1CNC(=O)[C@H]1CN(C(C)C)C[C@H]1C(=O)O | 10%
Cc1ccc(NC(=O)CC2CCCN(c3cnn(C)c(=O)c3)C2)cc1F (stereo not drawn) | 1%
O=C1c2c(nc(CN3CCC(F)(F)CC3)n2Cc2ccccc2)NCCN1Cc1cccc(Cl)c1 | 46%[activator]
COc1cnc(CSc2nc(C)cs2)cc1OCC(=O)N1CCc2ccccc21 | -4%
O=C(NCc1cccnc1)[C@@H]1C[C@@H](O)CN1C1CCN(C(=O)CCc2ccccc2)CC1 | 54%[activator]
NC1CCCCN(Cc2ccc(-c3ccn[nH]3)s2)C1 (stereo not drawn) | 30%
O=C(Nc1ccc2c(c1)OCO2)C1CCN(C(=O)c2oc3ccccc3c2COc2ccccc2)CC1 | -18%
c1ccc(-c2nc3ccncc3[nH]2)nc1 | 92%&47%[activator][176 µM]
Cc1ccc(NC(=O)c2ccc(Cl)cc2Cl)nc1 | 1%
COCCCNC(=O)C1CCCCC1 | -29%
CN(Cc1nc(Cc2ccccc2Cl)no1)Cc1cccc2cnccc12 | 49%[activator]
Cc1cc(=O)c(C(=O)N2CCN(S(=O)(=O)c3ccc4c(c3)CCC4)CC2)nn1-c1ccccc1F | 15%
Cc1noc(C)c1-c1cnc(Nc2ccc(F)cc2)c2c1CCO2 | 13%[176 µM]
CN(C)S(=O)(=O)c1cccc(C(=O)/C=C/c2cc(-c3cccs3)cs2)c1 | ?
Cc1c(C(=O)Nc2ccc(C(F)(F)F)cc2)oc2ccccc12 | 7%
Cc1noc(C)c1C(=O)N1CCCN(S(=O)(=O)c2ccccc2)CCC(=O)NCC1 | 26%
CCc1nnc2ccc(N3CCN(C(C)C)CC3)nn12 | 60%[activator]
Cc1ccc(-n2nnc(C(=O)OCc3ccccc3)c2C)cc1C | -14%
C#CCNC(=O)c1nc(-c2ccc(Cl)cc2)c2ccccn12 | ?
CN(C)c1ccc(CNC(=O)c2cnc(N3CCN(Cc4cccc(C(F)(F)F)c4)C3=O)o2)cc1 | ?
(more compounds)
SMILES | ALOX12 inh
COCCN1C(=O)CO[C@H]2CN(CCCc3ccccc3)C[C@H]21 | 4%[176 µM]
Cc1nc(C)c(C(=O)OC(C)C(=O)C23CC4CC(CC(C4)C2)C3)s1 (stereo not drawn) | 37%[activator]
COC(=O)c1[nH]c(C)c(/C(O)=C2\C(=O)C(=O)N(CCCn3ccnc3)C2c2ccc(Cl)cc2)c1C (stereo not drawn) | -25%
CCCN1C(=O)C(=O)N(Cc2cc(=O)oc3cc(C)c(C)cc23)C1=O | -24%
Fc1ccc(-n2ncc3c(NC4CCCC4)ncnc32)cc1 | -41%
Cc1ccccc1C1(CC(=O)N2CCN(C)CC2)CC(=O)N(Cc2ccncc2)C1=O (stereo not drawn) | 1%
C[C@@H]1CN(C(=O)CCSCc2ccccc2)CC[C@@]1(O)C1CCOCC1 | 32%[activator]
CCN(CCO)C[C@@H]1CN(c2nccc(N)n2)C[C@@H]1CO | 57%
CCc1cccc2c(C(=O)CSc3nc4ccccc4o3)c[nH]c12 | ?
COc1cccc(-c2cc3c(Nc4cccc(NC(C)=O)c4)nccc3n2C)c1 | -22%
Cc1ccc(C(=O)COC(=O)c2ccccc2O)s1 | ?
COC(=O)C1=C(C)N(Cc2ccc(C(F)(F)F)cc2)C(=NCc2ccccc2C(F)(F)F)NC1c1ccc(Cl)cc1 (stereo not drawn) | ?
O=C(NCCN1CCCCC1)c1ccc(N2CC3CC(C2)[C@H]2CCCC(=O)N2C3)nc1 (stereo partly drawn) | 52%[activator]
CC1(Cc2ccc3c(c2)OCO3)CCCN(C(=O)c2cncc(Cl)c2)C1 (stereo not drawn) | 13%
O=C(COc1ccccc1)N1CC[C@H]2COC(=O)N2c2ccccc2C1 | 14%[176 µM]
CCn1ncc(C(=O)N[C@@H]2CN(Cc3ccccc3)C[C@H]2CN(C)C)c1C | 9%
Cn1c(=O)c2c(nc(Nc3ccc(Cl)cc3Cl)n2CC(=O)O)n(C)c1=O | 17%
N#Cc1cccc(NC(=O)CCSc2ccc(Cl)cc2)c1 | 22%
O=C(NC1CCCCC1)N[C@H]1[C@H](O)[C@@H](Oc2ccccc2)[C@@H]2OC[C@H]1O2 | 23%[176 µM]
Cc1ccc(-c2cn3ccccc3n2)c(C)c1 | 6%
Cc1cccc(CN2CCc3c(n(Cc4cccnc4)n(CCc4ccccc4)c3=O)C2)n1 | 26%
O=C(CCCC(=O)N1CCN(C(=O)c2cc3ccccc3[nH]2)CC1)N1CCCCC1 | 2%
CCn1cc(CN2CCOc3ccc(C(O)C4CCCCC4)cc3C2)c(C)n1 (stereo not drawn) | -6%
CCCCS(=O)CCC(=O)O (stereo not drawn) | ?
Cc1csc(NC(=O)Cc2ccc(OCc3c(C)noc3C)cc2)n1 | -3%
O=C(NCc1cccs1)C1CN(Cc2ccccc2)C(=O)N1 (stereo not drawn) | 2%[176 µM]

Bioassay records: PubChem, National Center for Advancing Translational Sciences (NCATS)
